MCL1 BIM primary: inhibitors of MCL1 binding to BIM-BH3, primary screen, biochemical, fluorescence polarization; Induced myeloid leukemia cell differentiation protein Mcl-1 (Homo sapiens), Q07820; GST-MCL1 / FITC-Bim-BH3 fluorescence polarization; inhibition, % at 10.9 µM; 320,000 compounds, 0.68% hits; AID 2057, 2009;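 active = inhibition above the mean inhibition of all tested compounds plus 3 SD, set per campaign, cut at about 40% in these data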;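 also: 0% = DMSO wells and 100% = unlabeled Bim-BH3 peptide control; higher means more loss of mP so more displacement of Bim peptide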
Target sequence (Q07820 whole entry, looked up): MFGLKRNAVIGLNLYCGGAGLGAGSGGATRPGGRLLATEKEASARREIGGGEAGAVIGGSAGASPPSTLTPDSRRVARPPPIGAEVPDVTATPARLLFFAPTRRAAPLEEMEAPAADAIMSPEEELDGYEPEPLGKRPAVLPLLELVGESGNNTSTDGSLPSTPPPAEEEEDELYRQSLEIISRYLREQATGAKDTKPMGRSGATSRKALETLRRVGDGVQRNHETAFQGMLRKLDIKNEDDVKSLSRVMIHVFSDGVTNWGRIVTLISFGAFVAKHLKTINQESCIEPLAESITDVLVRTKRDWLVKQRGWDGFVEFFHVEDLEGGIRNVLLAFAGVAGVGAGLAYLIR
Yeast superoxide: reduction of superoxide in aged yeast, primary screen, HTS; S. cerevisiae aged cells, superoxide DHE fluorescence; active compounds read low; superoxide response (% of plate mean), % at 10 µM; 330,000 compounds, 0.18% hits; AID 2690, 2010;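 active = superoxide response under a set limit, about three screen SD below normal, cut at about 65% in these data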;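 also: yeast aged for seven days with compound at 30 °C before DHE staining; 100% = average MFI of all compound-treated wells on the plate with controls excluded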
EBNA-1 inhibitor: EBNA-1 DNA-binding inhibitors, primary screen, biochemical, fluorescence polarization; inhibition, % at 14.8 µM; 300,000 compounds, 0.34% hits; AID 1950, 2009; in the data active = inhibition above about 28%
MEX-5 binding: MEX-5 zinc finger RNA-binding disruptors – biochemical, C. elegans, fluorescence polarization, MLPCN library, primary screen | Zinc finger protein mex-5 (Caenorhabditis elegans), Q9XUB2 | MEX-5/FITC-TCR2 RNA binding; active compounds read low | activity score (negative = inhibition of binding), % at 10 µM | 300,000 compounds, 0.38% hits | AID 1832, 2009;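 active = inhibition past about -25% in most replicates, and total fluorescence under double the plate's negative control median, limit read from the data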;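 also: 0% = DMSO and -100% = 5 µM competing unlabeled TCR2 RNA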
Target sequence (Q9XUB2 whole entry, looked up): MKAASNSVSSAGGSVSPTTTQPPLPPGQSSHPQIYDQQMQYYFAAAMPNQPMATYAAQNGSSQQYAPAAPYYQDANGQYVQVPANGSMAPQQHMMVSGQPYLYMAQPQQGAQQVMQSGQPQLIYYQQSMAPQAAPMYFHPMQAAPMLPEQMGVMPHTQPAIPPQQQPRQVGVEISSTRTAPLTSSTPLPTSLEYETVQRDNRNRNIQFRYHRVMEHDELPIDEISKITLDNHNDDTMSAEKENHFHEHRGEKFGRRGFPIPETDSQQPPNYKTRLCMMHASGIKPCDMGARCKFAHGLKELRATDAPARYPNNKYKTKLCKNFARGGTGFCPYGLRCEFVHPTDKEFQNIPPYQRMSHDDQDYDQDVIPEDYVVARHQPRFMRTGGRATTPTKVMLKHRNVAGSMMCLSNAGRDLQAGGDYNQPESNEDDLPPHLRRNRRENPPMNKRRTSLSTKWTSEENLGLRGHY
Fam108B inh: mouse Fam108B serine hydrolase inhibitors, primary screen, counter-screen for RBBP9 inhibitor project, biochemical, fluorescence polarization; 300,000 compounds, 0.33% hits; AID 1947, 2009; inhibition, % at 9.51 µM; recombinant Fam108B, FP-Rh probe fluorescence polarization;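 active = inhibition above the screen mean inhibition plus 3 SD, computed separately per campaign, cut at about 18% in these data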;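 also: inhibitors lower polarization as less probe binds the enzyme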
ZTA counter: counter-screen for EBNA-1 inhibitors: inhibitors of Epstein-Barr virus ZTA; ZTA-DNA binding, fluorescence polarization; 320,000 compounds, 0.15% hits; inhibition, % at 11 µM; P03206; in the data active = inhibition above about 33%
Efflux pump inh: inhibitors of Candida efflux pumps in yeast, primary screen, S. cerevisiae, Nile Red, multiplex; S. cerevisiae Candida pump triplex; 330,000 compounds, 0.44% hits; AID 485275, 2010; inhibition, % at 10 µM;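 active = plate passing quality check with inhibition over a set limit, or well fluorescence over plate mean plus 4 SD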;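 also: Nile Red retained in pooled yeast measured as flow cytometry median fluorescence; 0% = buffer negative control and 100% = Enniatin B positive control; higher means more Nile Red kept so more efflux inhibition; some compounds called inactive have numbers as strong as hits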
Bcl-xL primary: inhibitors of human Bcl-xL, primary screen, biochemical, fluorescence polarization, HTS; Bcl-2-like protein 1 (Homo sapiens), Q07817; GST-Bcl-xL / FITC-Bim BH3 peptide fluorescence polarization; inhibition, % at 10.9 µM; 320,000 compounds, 0.7% hits; AID 2129, 2009;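 active = inhibition above the mean of all tested compounds plus 3 SD, cutoff set per campaign, cut at about 30% in these data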;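 also: 0% = DMSO wells and 100% = unlabeled Bim-BH3 peptide competitor; inhibitors lower millipolarization by displacing the labeled peptide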
Target sequence (Q07817 whole entry, looked up): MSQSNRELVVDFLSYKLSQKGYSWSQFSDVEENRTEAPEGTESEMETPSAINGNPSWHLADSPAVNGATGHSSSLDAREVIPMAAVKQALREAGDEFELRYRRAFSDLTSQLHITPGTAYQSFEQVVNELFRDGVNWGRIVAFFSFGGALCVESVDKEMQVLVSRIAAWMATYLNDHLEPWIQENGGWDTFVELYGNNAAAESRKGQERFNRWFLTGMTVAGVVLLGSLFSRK
GLD-1 RNA inh: GLD-1/TGE RNA complex disruptors, primary screen, biochemical, fluorescence polarization; Female germline-specific tumor suppressor gld-1 (Caenorhabditis elegans), Q17339; 320,000 compounds, 0.44% hits; inhibition, % at 5.96 µM; AID 2280, 2010; purified GLD-1 + fluorescein TGE RNA;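 active = percent inhibition above a per-plate cutoff, the plate mean of test compounds plus 3 SD, cut at about 30% in these data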;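 also: 0% = DMSO wells with GLD-1 and probe and 100% = wells lacking GLD-1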
* = called active by the depositor; · = no result given. Compounds as they come; 2.3% or so of the library scored in one or more.

SMILES	MCL1 BIM primary	Yeast superoxide	EBNA-1 inhibitor	MEX-5 binding	Fam108B inh	ZTA counter	Efflux pump inh	Bcl-xL primary	GLD-1 RNA inh
CCOc1ccc(N2CC(C(=O)Nc3ccc(OC)c(S(=O)(=O)N4CCCCC4)c3)CC2=O)cc1 (stereo not drawn)	2	94	6	-0.7	0	4	0.1	4	0
CC(C)C(=O)N1CCN(c2ccccc2NC(=O)c2cccc3ccccc23)CC1	1	106	-5	0.2	1	-3	-0.3	4	11
COc1ccc(C(=O)Nc2cc3c(oc2=O)CCCC3=O)cc1	16	105	-2	-0.7	-1	6	0.2	9	3
COc1ccc(OCCOC(=O)C(C)NS(=O)(=O)c2ccc(NC(C)=O)cc2)cc1 (stereo not drawn)	-1	106	·	·	·	-2	0.0	3	2
Cc1ccccc1NCN1C(=O)C2CCC(C)(C1=O)C2(C)C (stereo not drawn)	1	103	6	-1.3	-3	17	0.0	2	7
COc1ccccc1NC(=O)c1ccc(S(=O)(=O)N2CCCC2)cc1	4	92	7	-0.4	0	14	-0.2	-2	2
CCc1[nH]nc2c1C(c1ccc(Br)s1)C(C#N)=C(N)O2 (stereo not drawn)	4	107	-4	·	-3	-15	-0.1	6	7
COc1cccc(OC)c1C(=O)Oc1ccc2c(c1)O/C(=C\c1ccncc1)C2=O	9	89	-5	-1.7	-6	-8	0.4	13	14
CCOCCCn1c(=S)[nH]c2cc(C(=O)N3CCN(c4ccccc4)CC3)ccc2c1=O	-6	100	16	0.6	1	16	0.1	-1	5
COC(=O)c1c(C)[nH]c(C(C)=O)c1C	8	90	5	1.2	0	2	-0.4	6	4
CN(C(=S)Nc1ccc(F)cc1)C(c1ccccc1)c1ccccc1	10	109	0	2.8	-3	-15	0.1	4	0
C=C(C)CNC(=S)NNC(=O)c1ccncc1	2	92	-1	-1.9	-1	8	-0.1	-2	-1
COc1cccc(C(=O)OCCN(C)C(C)(C)C)c1	7	89	-6	-0.7	7	-7	0.1	6	8
O=C(Oc1ccc(Cl)cc1)N1CCCCC1	-2	112	4	-0.3	-7	-2	0.0	-2	0
Cc1ccccc1C(=O)N1CCC(C(=O)Nc2ccccc2Cl)CC1	-1	105	-3	-2.2	-4	1	0.0	-2	-4
Cc1ccc2c(CN(C)Cc3ccc(Cl)cc3)cc(=O)oc2c1	1	101	11	-3.1	-1	4	-0.1	3	0
NNS(=O)(=O)c1ccc(N2CCCC2=O)c([N+](=O)[O-])c1	3	95	-16	-1.4	1	6	0.1	4	-1
Cc1ccc(N(CC(=O)Nc2c(C)n(C)n(-c3ccccc3)c2=O)S(C)(=O)=O)c(C)c1	4	102	4	-2.9	7	7	0.1	4	4
CCOC(=O)CCC(NC(=O)CC(=O)NC(CCC(=O)OCC)C(=O)OCC)C(=O)OCC (stereo not drawn)	-1	129	1	-0.1	-1	16	0.1	7	-1
N#Cc1ccccc1CSc1nnc(Cc2ccccc2)o1	2	110	-6	0.7	4	-1	0.1	3	-2
CCOc1ccc(CCNC(=O)CCNS(=O)(=O)c2ccc(Br)cc2)cc1OCC	10	104	-2	-1.3	-5	-7	-0.1	5	5
CN(CC(=O)Nc1ccccc1Cl)C(=O)c1ccccc1Sc1ccccc1C#N	1	95	-2	0.5	-1	4	0.0	3	6
NCCC(=O)NCCc1cnc[nH]1	6	96	4	·	-2	14	0.0	4	5
Clc1ccc(-c2nnc(-c3ccccc3)nc2N2CCSCC2)cc1	2	96	-3	0.8	3	-12	0.0	2	0
CCC(=O)Nc1ccc(-c2ccc(N3CCCCC3)nn2)cc1	9	119	4	0.9	2	5	-0.1	5	-2
Clc1ccc(CN2CCN(c3ncccn3)CC2)cc1Cl	-9	97	-7	-0.9	0	6	0.1	-5	-2
COC(=O)N[C@@H]1C[C@H]2[C@@H]3CC[C@H]4C[C@@H](OC)CC[C@]4(C)[C@H]3CC[C@@]12C	2	93	·	·	·	13	0.4	4	-4
CCc1cc(CNC(=O)CC2C(=O)NCCN2Cc2c(F)cccc2Cl)on1 (stereo not drawn)	7	90	-4	-2.2	3	-3	-0.1	6	9
CS(=O)(=O)N(CC(=O)NCc1ccncc1)c1cc(Cl)ccc1Cl	0	103	-1	-0.8	1	6	-0.1	1	-4
Nc1cc(=O)[nH]c(SCC(=O)N2CCc3ccccc3C2)n1	-8	106	7	-1.8	-4	5	0.1	-2	-8
CCOC(=O)c1cc(C(=O)OCC)c2ccccn2c1=O	-16	87	-11	-1.1	1	-10	-0.1	-7	-2
COc1ccc(C2C(C(C)=O)=C(O)C(=O)N2c2nccs2)cc1 (stereo not drawn)	8	100	11	-2.8	-1	18	0.2	3	1
CC(C)C(OC(=O)c1cccc(S(=O)(=O)NCC(F)(F)F)c1)C(=O)NC(N)=O (stereo not drawn)	-11	111	-4	-1.7	1	-16	0.1	-7	4
COc1ccccc1N1CCN(S(=O)(=O)c2ccc(Cl)cc2)CC1	3	101	2	2.0	3	3	0.0	2	-1
CC1Cc2cc(/C(O)=C3\C(=O)C(=O)N(Cc4cccnc4)C3c3ccccc3F)ccc2O1 (stereo not drawn)	1	75	-23	-3.5	3	0	-0.5	-1	-5
O=C(CCCN1C(=O)/C(=C\c2cccs2)SC1=S)Nc1ccc(O)cc1	0	105	-13	0.4	2	0	0.0	-1	6
Cc1ccc(NC(=O)c2cc(-c3cccc(O)c3)on2)cc1C	-10	118	3	-0.8	-16	4	0.1	-5	3
COn1c(-c2ccccc2)nc2ncccc21	-6	98	1	-1.5	2	6	-0.3	2	-2
CC1CCN(C(=O)C(Cc2ccccc2)NS(=O)(=O)c2ccc3c(c2)oc(=O)n3C)CC1 (stereo not drawn)	9	98	-1	·	0	-5	-0.3	6	-2
COC(=O)Cc1cc(=O)n2[nH]cnc2n1	16	89	8	0.3	7	3	-0.1	14	13
O=S(=O)(CCc1ccncc1)c1ccc(Cl)cc1	-1	97	-12	2.4	4	-6	0.0	-2	2
CCOC(=O)/C=C/[C@H]1CCc2cccc(Cl)c2O1	-1	118	·	·	·	-3	0.5	-5	1
FC(F)(F)c1cccnc1-n1cncn1	4	104	-2	0.3	-2	1	0.0	0	-2
COc1cc(/C=N/N=C(N)N)ccc1OCc1ccc(Cl)cc1	-2	93	-12	4.0	0	-3	0.2	3	2
Cc1nc(C(F)(F)F)c(C(=O)O)cc1-c1nc(-c2ccccc2)cs1	7	97	-16	1.8	4	6	-0.1	6	1
CCOC(=O)c1c(NC(=O)Cn2cnc([N+](=O)[O-])n2)sc(C)c1C	-4	119	9	0.1	0	7	-0.1	0	2
O=C(CN1CCC(NC(=O)c2ccco2)CC1)Nc1ccccc1[N+](=O)[O-]	-2	102	-5	-2.9	-6	-5	-0.1	2	5
C/[N+]([O-])=C\C1C(=O)CC(C)(C)CC1=O	-1	96	9	-2.1	-2	-6	0.0	0	5
Cc1cccc(NC(=O)Nc2ccc(Br)cc2)n1	5	91	-5	-0.5	2	-2	0.0	5	3
Nc1c(C=C2C=CC(=O)C=C2)c(=O)nc2sc(CC(=O)N3CCCCC3)nn12	6	82	4	4.9	11	0	0.1	4	0
Cc1nnc(SCc2nc3ccccc3s2)n1N	-2	105	-4	0.1	5	-4	0.1	-1	9
CC1=NN(c2nc(-c3ccc(C)cc3)cs2)C(=O)C1N=Nc1cccc(C)c1 (stereo not drawn)	10	102	2	-4.3	4	-6	-0.3	11	-5
Nc1cc(=O)[nH]c(SCC(=O)NC2CCCc3ccccc32)n1 (stereo not drawn)	-4	104	7	0.0	3	-6	0.0	2	-3
COC(=O)C1=CN(Cc2ccc(F)cc2)C=C(C(=O)OC)C1c1cc(OC)c(OC)c(OC)c1	7	104	-2	2.6	-5	0	0.0	-1	1
Cn1c(/C=C/c2ccc(Cl)cc2)c([N+](=O)[O-])c(=O)n(C)c1=O	2	94	7	-0.9	2	10	0.0	4	1
O=C(Cn1cnc2c(nnn2-c2ccccc2)c1=O)NCCc1ccccc1	5	86	2	1.3	2	13	-0.2	3	-2
CSc1ccc(S(=O)(=O)NC2CCCCCC2)cc1	-4	101	-4	-1.0	1	2	-0.1	1	-8
Cc1ccc(S(=O)(=O)N2CCOC2CNC(=O)C(=O)NCc2ccccc2)cc1 (stereo not drawn)	2	103	-17	0.6	0	-31	-0.1	1	-7
COC(=O)Cn1c(CCS(=O)(=O)c2ccc(C)cc2)nc2ccccc21	2	105	0	2.7	-2	0	0.0	7	-6
N/C(=N\c1nc2ccccc2o1)NC(=O)c1cccc(Br)c1	-5	107	-1	1.6	2	-4	0.1	-3	7
(next part)
SMILES	MCL1 BIM primary	Yeast superoxide	EBNA-1 inhibitor	MEX-5 binding	Fam108B inh	ZTA counter	Efflux pump inh	Bcl-xL primary	GLD-1 RNA inh
CC(OC(=O)CCN=C1NS(=O)(=O)c2ccccc21)C(=O)N(C)C1CCCCC1 (stereo not drawn)	3	97	9	-4.9	-4	-9	0.0	7	5
CC(C)CNC(=S)NC(=O)c1csc([N+](=O)[O-])c1	-5	100	-11	1.9	-4	-3	0.2	1	2
CCc1ccccc1N(C)S(=O)(=O)c1ccc2[nH]cc(C(=O)N3CCc4ccccc43)c(=O)c2c1	-2	100	28*	0.0	-28	4	0.2	2	10
CCOC(=O)C(=CNc1cccc(C)c1C)C(=O)OCC	5	89	2	0.4	1	-4	0.2	-3	-11
COC(=O)c1ccc(SCc2ccccc2)nc1	11	116	-6	·	1	-5	0.2	7	-6
O=S(=O)(NCC(c1cccnc1)N1CCN(c2ccc(F)cc2)CC1)c1cc(F)ccc1F (stereo not drawn)	2	105	6	2.7	1	-1	-0.1	9	4
COc1ccc(S(=O)(=O)n2nc(C)cc2C)cc1OC	-5	102	-8	0.8	4	-3	0.0	4	0
Cc1ccc(-n2ncc3c(NCc4ccc5c(c4)OCO5)ncnc32)c(C)c1	3	99	-1	0.8	1	-7	0.3	2	1
COCc1c(C(=O)OC)nnn1-c1ccccc1	0	103	-10	2.2	1	5	0.4	18	1
O=C(Nc1ccc(F)cc1F)NC1CC1	-8	67	8	0.3	1	-2	0.0	-2	3
COc1ccc(OC)c(C2=NNC(=NCc3ccc4c(c3)OCO4)SC2)c1	3	80	9	0.7	1	4	0.1	1	2
Cc1ccc(N(C(=O)c2ccc(S(=O)(=O)N(C)C)cc2)C2C=CS(=O)(=O)C2)cc1 (stereo not drawn)	-1	83	-5	-4.3	2	-6	0.4	-3	-2
CCOc1ccc(C(=S)N2CCOCC2)cc1OC	8	104	-8	-2.8	1	4	0.1	3	-1
Cc1sc2ncnc(NCCCO)c2c1C	-23	113	-2	-0.7	-3	-10	0.6	-9	-11
CC(C)Oc1ccc(C(CCN)C2CCCCC2)cc1 (stereo not drawn)	5	98	10	2.7	2	5	-0.1	3	3

2 of these compounds, set out differently:
Under each structure – MCL1 BIM primary | Yeast superoxide | EBNA-1 inhibitor | MEX-5 binding | Fam108B inh | ZTA counter | Efflux pump inh | Bcl-xL primary | GLD-1 RNA inh
COc1ccc(S(=O)(=O)n2nc(C)cc2C)cc1OC
    -5 | 102 | -8 | 0.8 | 4 | -3 | 0.0 | 4 | 0
Cc1ccc(-n2ncc3c(NCc4ccc5c(c4)OCO5)ncnc32)c(C)c1
    3 | 99 | -1 | 0.8 | 1 | -7 | 0.3 | 2 | 1
